High-throughput results: PubChem, Sanford-Burnham Center for Chemical Genomics
Jurkat NFkB inh = lowers PMA/ionomycin-induced NF-kB signal in Jurkat cells | inhibition, % at 4 µM | 330,000 compounds, 0.53% hits | PMA/ionomycin-induced NF-kB luciferase reporter, luminescence; in the data active = inhibition above about 50%
EBI2 block = EBI2 (human) antagonism; P32249; EBI2 beta-arrestin recruitment, luminescence, 7a,25-OHC stimulated; inhibition, % at 5 µM; 360,000 compounds, 0.81% hits; AID 651636; in the data active = inhibition above about 38%;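 also: enzyme fragment complementation signal reports receptor beta-arrestin coupling in cells; 0% = agonist plus DMSO wells and 100% = wells without agonist; some results beyond the cut were filed as inactive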
Target sequence (P32249 whole entry, looked up, the tested form may be a part): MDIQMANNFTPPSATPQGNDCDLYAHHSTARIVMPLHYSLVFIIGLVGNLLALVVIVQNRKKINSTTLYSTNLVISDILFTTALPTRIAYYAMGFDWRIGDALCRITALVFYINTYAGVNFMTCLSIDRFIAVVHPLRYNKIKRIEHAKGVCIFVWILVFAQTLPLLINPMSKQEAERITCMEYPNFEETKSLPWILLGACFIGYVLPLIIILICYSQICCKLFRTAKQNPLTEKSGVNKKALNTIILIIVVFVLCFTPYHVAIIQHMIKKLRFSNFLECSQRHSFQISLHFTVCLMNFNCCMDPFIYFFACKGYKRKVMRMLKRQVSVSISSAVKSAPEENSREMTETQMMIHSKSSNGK
Gli-Sufu antag = blocks Gli-Sufu signaling in a luciferase reporter. AID 588413. inhibition, % at 5 µM. 340,000 compounds, 0.74% hits. Sufu-KO-LIGHT fibroblasts, Gli luciferase reporter luminescence;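 active = inhibition above about 55%, limit read from the data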;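 also: 0% = DMSO-treated cells and 100% = wells with medium but no cells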
CXCR6 block = inhibitors of human CXCR6 receptor | O00574 | CHO-K1 PathHunter CXCR6 beta-arrestin, luminescence | inhibition, % at 20 µM | 360,000 compounds, 0.36% hits | AID 602244; in the data active = inhibition above about 34%, passing the limit was not always enough;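 also: antagonist mode with CXCL16 agonist at 10 nM final; 0% = 10 nM CXCL16 with DMSO and 100% = unstimulated wells without agonist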
Target sequence (O00574 whole entry, looked up): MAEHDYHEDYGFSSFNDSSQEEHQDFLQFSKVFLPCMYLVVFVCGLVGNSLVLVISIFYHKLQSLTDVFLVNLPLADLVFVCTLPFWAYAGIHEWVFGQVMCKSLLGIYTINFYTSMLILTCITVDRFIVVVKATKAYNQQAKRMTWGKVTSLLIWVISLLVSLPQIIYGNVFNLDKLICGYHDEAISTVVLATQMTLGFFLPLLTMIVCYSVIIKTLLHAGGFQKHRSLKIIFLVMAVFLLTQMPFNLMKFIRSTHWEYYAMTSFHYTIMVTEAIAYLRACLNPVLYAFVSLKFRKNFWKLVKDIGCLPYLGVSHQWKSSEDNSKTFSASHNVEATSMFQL
Mdm2 MdmX PPI = disrupts the human Mdm2-MdmX interaction. O15151+Q00987. SaOS-2 split-luciferase Mdm2/MdmX complementation, luminescence. inhibition, % at 8 µM. 330,000 compounds, 3% hits. AID 485346;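 active = inhibition of at least 50% at 8 µM in the primary screen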
CCR6 antag = blocks CCL20-driven beta-arrestin recruitment at human CCR6 | P51684 | CHO-K1 CCR6 PathHunter beta-arrestin, luminescence, CCL20-stimulated | inhibition, % at 20 µM | 340,000 compounds, 0.49% hits;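 active = compounds whose inhibition of the agonist-driven luminescence signal at 20 µM reaches about 50%, limit read from the data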;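 also: cells stimulated with CCL20 at 14 nM final; plate controls were DMSO with CCL20 for no effect and DMSO without agonist for full effect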
Target sequence (P51684 whole entry, looked up): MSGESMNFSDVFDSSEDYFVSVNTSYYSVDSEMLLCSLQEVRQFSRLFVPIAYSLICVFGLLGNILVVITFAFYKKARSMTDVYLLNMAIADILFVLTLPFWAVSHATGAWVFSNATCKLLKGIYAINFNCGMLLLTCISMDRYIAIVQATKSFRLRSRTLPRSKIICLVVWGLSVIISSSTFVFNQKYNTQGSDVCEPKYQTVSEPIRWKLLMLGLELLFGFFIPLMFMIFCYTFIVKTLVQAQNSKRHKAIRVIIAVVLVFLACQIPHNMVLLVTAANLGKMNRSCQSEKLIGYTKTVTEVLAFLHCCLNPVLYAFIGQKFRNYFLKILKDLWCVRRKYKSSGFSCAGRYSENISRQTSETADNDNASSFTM
697 NFkB inh = lowers PMA/ionomycin-induced NF-kB signal in 697 B cells. 330,000 compounds, 0.33% hits. inhibition, % at 4 µM. 697 B-cell NF-kB luciferase reporter, 16 h; in the data active = inhibition above about 35%
UPR XBP1 act = activators of adaptive arm of unfolded protein response (XBP1). activation, % at 20 µM. CHO-XBP1 luciferase reporter, IRE1-XBP1 UPR activation, luminescence; percent of tunicamycin response, DMSO as zero. 330,000 compounds, 0.33% hits;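 active = versus positive control, 20 µM dose yields 30% or more activation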;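 also: 100% = tunicamycin at 10 µg/mL and 0% = DMSO only wells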
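Assay system: IRE1-XBP1 luciferase reporter CHO line. Input: 1000 cells/well. Buffer or medium: F12 with 10% serum. Doses: 20 µM, 1% DMSO. Times: overnight seeding at 37 °C, 6 h compound treatment at 37 °C. Technique: Steady-Glo luciferase glow luminescence, 10 min after reagent addition.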
CHOP UPR activ = activators of apoptotic arm of unfolded protein response (CHOP) | CHO-CHOP luciferase reporter, UPR activation, luminescence; percent of tunicamycin response over DMSO baseline | activation, % at 10 µM | 330,000 compounds, 0.34% hits;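 active = at 10 µM dose, activation of 40% or more, normalized to positive control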;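 also: 100% = tunicamycin at 10 µg/mL and 0% = DMSO alone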
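Assay system: CHO-CHOP cells, stable luciferase reporter of PERK-eIF2a-CHOP signalling / Buffer or medium: F12 plus 10% serum / Compound dosing: one dose, 10 µM in 0.5% DMSO / Times: 6 h compound treatment, 37 °C / Technique: luciferase luminescence / Read-out: % reporter activation, DMSO baseline versus tunicamycin full activation / Benchmarks: tunicamycin and DMSO controls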
* hit, by the source's call; · = not tested or not shown.

Start of the listing, in advance (2 entries):
SMILES	Jurkat NFkB inh	EBI2 block	Gli-Sufu antag	CXCR6 block	Mdm2 MdmX PPI	CCR6 antag	697 NFkB inh	UPR XBP1 act	CHOP UPR activ
NC(=O)C1CCN(C(=O)c2cc(-c3ccc(Cl)s3)nc3ccccc23)CC1	2	0	-19	2	25	15	18	0	4.5
CCc1noc(C)c1C(=O)OC(C)C(=O)c1c(C)[nH]c2ccccc12 (configuration not stated)	0	10	-12	-2	17	8	1	-1	2.6

Main list, from the start:
SMILES	Jurkat NFkB inh	EBI2 block	Gli-Sufu antag	CXCR6 block	Mdm2 MdmX PPI	CCR6 antag	697 NFkB inh	UPR XBP1 act	CHOP UPR activ
NC(=O)C1CCN(C(=O)c2cc(-c3ccc(Cl)s3)nc3ccccc23)CC1	2	0	-19	2	25	15	18	0	4.5
CCc1noc(C)c1C(=O)OC(C)C(=O)c1c(C)[nH]c2ccccc12 (configuration not stated)	0	10	-12	-2	17	8	1	-1	2.6
C=CCn1c(NCc2ccccc2)nc2ccccc21	-4	-4	-15	-3	-3	18	-12	1	1.0
CCOC(=O)c1c2c(n(Cc3ccccc3)c1C)C(=O)C(=O)c1ccccc1-2	·	-14	23	14	·	43	·	·	·
Cc1ccc(C(=O)NNC(=O)c2n[nH]c(=O)c3ccccc23)cc1C	-22	-12	-43	-1	6	9	-15	-3	1.0
O=C(c1cc(COc2c(F)cccc2F)on1)N1CCC(c2ccccc2Cl)C1 (configuration not stated)	-21	17	-3	4	-20	21	-29	1	2.8
COc1ccc(/C=C/C(=O)O)cc1S(=O)(=O)NCc1ccccc1	11	-8	-8	0	11	3	13	0	0.5
COc1ccc(-c2csc(-c3[nH]cnc3N)n2)cc1	3	-11	0	-7	11	-20	3	0	2.0
Cc1nc(C(=O)O)cc2c1[nH]c1ccccc12	16	-3	20	-3	6	0	16	-4	0.1
CCN(CC(=O)Nc1ccc(OC)cc1)C(=O)c1ccc2c(c1)NC(=O)C(C)S2 (configuration not stated)	-19	0	-8	-14	10	6	13	-2	-0.4
Cn1c(SCC#N)nnc1-c1cccnc1	12	2	-4	-3	16	-4	2	0	0.1
O=C(COC(=O)c1ccccc1NCc1ccco1)Nc1ccc2c(c1)OCO2	-21	-14	4	12	-1	3	5	0	0.7
CCc1cc(C(=O)N2CCN(C(=O)c3ccco3)CC2)sc1C	12	-5	2	-1	-12	11	6	1	-1.5
COCCn1c(SCC(=O)Nc2ccc3[nH]c(=O)[nH]c3c2)nc2ccccc2c1=O	-8	-10	2	4	-8	9	2	-1	-0.5
Cc1ccccc1C(=O)NC1CCN(Cc2nnnn2Cc2ccc(F)cc2)CC1	-8	2	-3	17	4	-2	3	1	-1.4
O=C(c1ccc(Cl)c(Cl)c1)N1CCC(=O)N(C(COCc2cccc(Cl)c2)Cc2ccccc2)CC1 (configuration not stated)	-11	24	14	13	54*	7	9	-1	1.1
CSc1ccc(CCNC(=O)C2CCCN(S(=O)(=O)N3CCOCC3)C2)cc1 (configuration not stated)	2	25	8	6	14	9	0	-3	2.0
COc1ccc(-c2cc(C(=O)Nc3c(C)n(C)n(-c4ccccc4)c3=O)c3ccccc3n2)c(OC)c1	-1	13	-2	3	23	18	9	-4	-1.0
O=C(c1ccccc1)N(Cc1nc2ccccc2c(=O)[nH]1)C1CCCCC1	2	-9	4	-5	19	11	6	-2	0.1
CCOC(=O)c1c(C)[nH]c(C(=O)OCc2ccccc2F)c1C	-166	21	-72	-1	-238	-4	-196	8	7.5
CC(NC(=O)C(=O)NN=C1CCCCCCC1)c1ccccc1 (configuration not stated)	14	1	-3	0	-2	10	-15	8	-0.4
Cc1c(C(=O)N2CCCCC2C)sc2nc3n(c(=O)c12)CCC3 (configuration not stated)	1	0	2	0	14	-1	1	-5	-1.7
CCOC(=O)N/N=C(\C)c1ccccc1OC(F)F	1	-2	-7	-9	-18	7	16	-2	1.2
CC(C)(C)C(=O)/C(=C\c1ccc([N+](=O)[O-])cc1)n1cncn1	76*	·	·	·	99*	·	44*	-6	-11
COc1ccccc1NC(=S)N=Nc1c(O)[nH]c2ccc(Br)cc12	41	13	7	13	70*	18	2	5	8.5
COc1ccc(-c2c(N)nnc3c2[nH]c2ccccc23)cc1OC	-14	0	0	4	28	-3	9	0	-3.1
CC(C)(C)c1cc2ncnc(N3CCCCC3)c2s1	-19	0	5	-10	8	11	-7	1	2.2
Cc1c(/C=N/NC(N)=O)c2ccccn2c1C(=O)c1ccncc1	3	3	2	-2	22	8	31	2	-2.8
COc1cc(C(CC(=O)N2CCN(c3ccccc3)CC2)c2c(OC)cc(OC)c3ccc(=O)oc23)cc(OC)c1OC (configuration not stated)	7	10	1	8	23	16	-1	-1	1.5
Cc1ccc(NC(=O)COC(=O)CNC(=O)c2ccc(Br)cc2)c(C)c1	0	-10	3	-4	11	-3	-3	-1	1.1
Nc1cccc(Cl)c1N1CCOCC1	-10	-4	2	-3	-17	1	8	-3	-0.8
CCN(CC)C(=S)Nc1ccc(OC)cc1	-6	35	-8	-1	12	3	-1	-3	-0.9
O=c1c2cc3c(cc2[nH]c(=S)n1CCN1CCOCC1)OCO3	-10	-10	2	4	10	3	-3	3	-2.8
CCN(CC)C(=O)Cn1c(=O)n(-c2ccccc2)c(=O)n1CC(=O)N(CC)CC	8	-3	3	3	14	11	17	-2	0.6
COCc1ccc(CN2CCCC(CO)(Cc3cccc(OC)c3)C2)o1 (configuration not stated)	0	2	-19	3	-19	11	21	1	1.6
COc1ccc(C(=O)Nc2ccc(NC(=O)C(C)C)nc2)cc1	0	-7	-2	-4	2	2	12	-1	-2.7
COc1ccc(C(C(=O)NC2CCCC2)N(Cc2cccnc2)C(=O)Cc2cccs2)c(OC)c1 (configuration not stated)	6	-6	15	-9	-2	12	0	3	0.4
Cc1ccc(C)c(-n2c(SCC(=O)N3CCCC3)nnc2-c2ccccn2)c1	0	-1	-10	0	-14	1	-1	-1	-0.6
CC(C)(C)NC(=O)C(c1ccccc1F)N(Cc1ccco1)C(=O)c1csnn1 (configuration not stated)	18	9	-1	-1	22	-4	14	-1	1.0
CC(=O)Nc1ccc(Nc2ncc([N+](=O)[O-])c(Nc3ccc(NC(C)=O)cc3)n2)cc1	22	8	2	20	40	39	-35	-5	5.4
CCOC(=O)C1(CCOc2ccccc2)CCN(Cc2ccc(COC)o2)CC1	-8	-9	30	2	-23	8	-11	1	0.4
CC(=O)Nc1ccc(S(=O)(=O)N2CCN(C(=O)c3ncoc3-c3cccc(F)c3)CC2)cc1	8	3	-8	-6	20	9	-14	-1	-0.5
CCC1CCCCN1C(=O)NC(=O)c1ccccc1 (configuration not stated)	1	8	3	0	13	-2	11	-1	-0.7
COC1CCN(C(=O)C2CCC(=O)N(C3CCCCCC3)C2)CC1 (configuration not stated)	-32	-3	0	0	-35	16	-40	-3	6.2
CCn1c2ccccc2c2cc(NC(=O)COc3ccccc3OC)ccc21	48	11	5	-3	38	12	-17	1	0.8
CN=C(Nc1ccc(Cl)cc1)c1cccc(C(F)(F)F)c1	5	3	35	-7	11	6	-25	-4	-1.4
Cc1ccc(C)n1NC(=O)c1ccc([N+](=O)[O-])cc1	14	-3	-1	4	17	6	4	0	-1.5
Cc1cc(C)c(C)c(S(=O)(=O)Nc2ccc(O)cc2)c1C	-2	-3	13	0	17	13	-4	-1	5.5
C#CCn1c(=NC(=O)c2ccc(Br)s2)sc2cccc(OC)c21	-48	11	-14	6	-2	-2	-27	73*	6.2
O=C1CCC(C(=O)Nc2cccc(Br)c2)N1 (configuration not stated)	4	-17	-3	2	7	1	-14	-3	1.8

The listing continues.
SMILES	Jurkat NFkB inh	EBI2 block	Gli-Sufu antag	CXCR6 block	Mdm2 MdmX PPI	CCR6 antag	697 NFkB inh	UPR XBP1 act	CHOP UPR activ
COc1cccc(NC(=O)C2CCCN2S(=O)(=O)c2ccc3c(c2)C(C)(C)C(=O)N3C)c1 (configuration not stated)	-8	2	2	-2	-24	3	-16	0	0.0
O=C(Nc1nc2ccccc2s1)c1cc2c(s1)-c1ccccc1OC2	-59	-1	-81	-4	36	-7	-57	134*	24
O=C(CCc1ccccc1Cl)N1CCN(S(=O)(=O)c2ccccc2)CC1	3	20	-7	-5	4	-3	14	-1	-0.4
COc1ccc(O)c(C(=O)CC(=O)c2ccccc2C)c1	-101	-3	-63	7	-45	2	-98	4	4.3
COc1ccc(OC)c(-c2cc(C(=O)NC3CCCC3)c3ccccc3n2)c1	15	-5	1	12	20	4	7	-2	0.1
O=C1/C(=C/c2cccc(F)c2)CSc2sccc21	-22	-5	1	6	12	8	-1	-1	0.1
O=C(c1ccc(-n2cncn2)c([N+](=O)[O-])c1)N1CCN(c2cccc(Cl)c2)CC1	-2	9	9	-6	20	8	5	-3	0.5
CCN(CC)C(=O)N1CCN(S(=O)(=O)c2ccccc2)CC1	9	-17	-5	-4	-3	16	-1	3	-1.6
Cc1cc(C)c2c(CN3CCCCC3C)cc(=O)oc2c1 (configuration not stated)	-1	0	-14	0	2	21	3	3	2.2
CNC(=O)c1ccc(Nc2nnc(-c3ccc(O)cc3)c3ccccc23)cc1	-4	-6	-13	2	19	8	-9	0	1.5

Single records, from the list above. Order of values: Jurkat NFkB inh	EBI2 block	Gli-Sufu antag	CXCR6 block	Mdm2 MdmX PPI	CCR6 antag	697 NFkB inh	UPR XBP1 act	CHOP UPR activ
CNC(=O)c1ccc(Nc2nnc(-c3ccc(O)cc3)c3ccccc23)cc1 as listed: -4	-6	-13	2	19	8	-9	0	1.5
COc1ccc(OC)c(-c2cc(C(=O)NC3CCCC3)c3ccccc3n2)c1 as listed: 15	-5	1	12	20	4	7	-2	0.1
CCN(CC)C(=O)N1CCN(S(=O)(=O)c2ccccc2)CC1 as listed: 9	-17	-5	-4	-3	16	-1	3	-1.6

The list continues.
SMILES	Jurkat NFkB inh	EBI2 block	Gli-Sufu antag	CXCR6 block	Mdm2 MdmX PPI	CCR6 antag	697 NFkB inh	UPR XBP1 act	CHOP UPR activ
CCOC(=O)c1nnn(-c2nonc2N)c1CN(CC)CC	-10	-3	3	-8	-8	-1	-15	2	-1.6
COc1ccccc1NS(=O)(=O)c1cc([N+](=O)[O-])ccc1N/N=C/c1c(C)[nH]c2ccccc12	-7	39*	4	46*	17	58*	8	3	-0.3
CC(C)CNC(=O)C(=O)NCc1ccccn1	2	-8	-4	6	33	5	1	-1	0.2
Cc1ccc(/C=C/c2ccc(=O)n(Cc3ccc(F)cc3)n2)cc1	-1	-2	2	-1	31	5	1	-2	-1.2
Cc1cc(-c2nc(C)c(-c3nnc(SCC(=O)Nc4ccccc4)n3C)s2)no1	0	7	-10	11	16	15	7	-2	-0.2
Cc1ccc(NC2=NCC(=O)N2c2ccc3c(c2)OCCO3)c(C)c1	-15	-12	-6	0	4	-5	6	3	1.0
COC(=O)CCCC(=O)Nc1ccc(Cl)c(Cl)c1	-9	-7	7	-1	8	-7	-1	4	-1.5
CCc1ccc(OCCCC(=O)Nc2ccc(S(=O)(=O)Nc3cc(C)nc(C)n3)cc2)cc1	14	0	2	-20	17	6	15	-5	0.8
Cc1cccn2cc(-c3ccc(F)cc3)nc12	-167	0	-119	-1	-105	-7	-198	0	-1.5
CC(C)CNS(=O)(=O)c1ccc(CCC(=O)Nc2ccc3c(c2)OCCO3)cc1	1	5	27	-4	26	-1	4	-3	-0.9
CSS(=O)(=O)c1cccc2cccnc12	0	3	-2	-4	0	5	10	1	-1.2
Cc1ccccc1CN1CCN(Cc2cc3ccccc3o2)CC1CCO (configuration not stated)	-3	10	22	2	16	10	-11	-5	-2.3
